Compound activity from PubChem.
SRC1 TRFRET art = TR-FRET artefact, counter-screen to PPARgamma/SRC-1 agonist assay; TR-FRET detection artefact counter-screen, emission ratio; stronger effect = higher value; 99,000 compounds, 0.34% hits; AID 1051; TR-FRET ratio at 8 µM; in the data active means TR-FRET ratio above about 2300; further: inactives centre near 1800; reference of the scale not given here
SRC3 TRFRET art = counter-screen for PPARgamma SRC-3 recruitment agonists: TR-FRET artefact | TR-FRET ratio at 8 µM | PPARgamma/SRC-3 format; stronger effect = higher value | AID 1048 | 99,000 compounds, 0.39% hits; in the data active means TR-FRET ratio above about 2000; further: inactives centre near 1600; reference of the scale not given here
* marks the source's active call; other numbers are inactive results. A portion of the library; the hit share may differ from the screen's.

SMILES	SRC1 TRFRET art	SRC3 TRFRET art
COc1ccc(NC(=O)C(c2ccc(OC)cc2)N(Cc2ccco2)C(=O)CC2NC(=O)NC2=O)cc1 (stereo unspecified)	1919	1572
COc1ccc(-n2c(O)c(C=Nc3ccccc3)c3ccccc3c2=O)cc1	1953	1574
CN(C)c1cccc(C(=O)N2CCCC(C(=O)c3cc(F)ccc3F)C2)c1 (stereo unspecified)	1490	1631
O=C(COC(=O)COc1cccc2ccccc12)NCC(F)(F)F	1598	1436
CCOc1ccc(NC(=S)N(CCN2CCOCC2)Cc2cc3cc4c(cc3[nH]c2=O)OCCO4)cc1	1884	1620
C=CCN(CC=C)CC(O)CN(c1cc([N+](=O)[O-])ccc1OC)S(=O)(=O)c1ccccc1 (stereo unspecified)	1771	1721
O=[N+]([O-])c1cc2c(cc1/C=N/n1cnnc1)OCO2	1816	1628
O=C(O/N=C1\CCCc2ccccc21)C1CC1	1803	1737
COc1ccc(C(=O)N/C(=C\c2cc(OC)c(OC)cc2[N+](=O)[O-])C(=O)NCCO)cc1	1318	1582
CCCCN(C(=O)/C=C/c1ccco1)c1c(N)n(CC(C)C)c(=O)[nH]c1=O	1658	1461
O=C(COC(=O)/C=C/c1ccc(S(=O)(=O)N2CCOCC2)cc1)NCc1ccc(Cl)cc1	1522	1441
CCCN(CC1COc2ccccc2O1)C(=S)Nc1ccc(C)cc1 (stereo unspecified)	1861	1715
Cc1ccc(CN2CCN(Cc3cn[nH]c3-c3cccc(F)c3)CC2CCO)o1 (stereo unspecified)	1598	1525
CC(=O)OCC(=O)[C@H]1CC[C@H]2[C@@H]3CCC4=CC(=O)CC[C@]4(C)[C@H]3CC[C@]12C	1832	1692
O=c1c2cc3ccccc3n2cnn1Cc1ccccc1F	1670	1711
CC(=O)CCCCn1cnc2c1c(=O)n(C)c(=O)n2C	1803	1588
COc1cc(/C=N/NC(=O)c2cnccn2)cc(OC)c1OC	1725	1575
COc1ccc(C2C=C(C34CC5CC(CC(C5)C3)C4)NC(=S)N2)cc1OC (stereo unspecified)	1566	1505
O=C(COC(=O)CCSc1ccccc1Cl)NCc1ccco1	1884	1667
O=C1c2cccc(OCC(=O)N3CCCc4ccccc43)c2CCN1Cc1ccccc1	1537	1467
COc1ccc(CCN2C(=O)NC(NS(=O)(=O)c3ccc(N)cc3)(C(F)(F)F)C2=O)cc1OC (stereo unspecified)	1787	1557
CC(C)(C)SCCNC(=O)/C=C/c1ccc([N+](=O)[O-])cc1	1763	1712
COc1cc(C=Nc2cccc([N+](=O)[O-])c2C)ccc1OC(C)=O	1903	1645
O=C(Cc1ccc([N+](=O)[O-])cc1)N1CCCCCC1	1493	1362
Cc1cc(C)c[n+](-c2nc3ccccc3nc2[N-]S(=O)(=O)c2ccc(Cl)cc2)c1	1606	1639
COc1ccc2nc(Nc3nc(CSc4nnc(C)s4)cc(=O)[nH]3)nc(C)c2c1	1851	1749
COc1cc(/C=N/NC(=O)c2ccccc2)ccc1OS(=O)(=O)c1ccccc1	1620	1640
CCc1ccccc1NC(=O)Cn1nnc(C(=O)NCc2cccs2)c1N	1677	1638
CCOc1ccc(NC(=O)CC2C(=O)N(c3ccccc3)C(=O)N2Cc2ccco2)cc1 (stereo unspecified)	1737	1682
COc1ccc(N2CCN(CC(O)COCCOc3ccc(Br)cc3)CC2)cc1 (stereo unspecified)	1708	1681
COc1cccc(C(=O)Nn2c(-c3cccs3)nc3ccccc3c2=O)c1OC	1919	1544
O=S(=O)(/N=C(/Nc1ccccc1)c1ccccc1O)c1ccccc1	1602	1460
Cc1c(N)cccc1-n1cccc1	1705	1558
COC(=O)CCNC(=O)c1ccc2[nH]c(C)c(C)c2c1	2082	1517
COc1cccc(NC(=S)NC(=O)c2c(Cl)c(C)nn2C)c1	2605*	1550
Cc1cc(OCCN2CCCC2)ccc1[N+](=O)[O-]	1962	1626
CC1=CC(=C(C#N)c2nc3ccccc3s2)C=C(C)N1c1ccc(F)cc1F	2013	1961
Cn1nc(-c2ccc(N3CCN(CCO)CC3)c([N+](=O)[O-])c2)c2ccccc2c1=O	1991	1635
CCOC(=O)CSc1ncnc2c(C(=O)OCC)c3n(c12)CCC3	1609	1710
O=c1[nH]snc1N1CCOCC1	1569	1467
C=CCc1cc(Cl)ccc1OCCOCCN(C)C	1604	1388
COCCCNCC#CCOc1ccc(OC)cc1	1873	1739
COc1ccc(C(=O)NC(=S)Nc2ccc(CN3CCCCC3)cc2)cc1Cl	1792	1651
COCc1cc(N2CCOCC2)nc(SCc2ccc(Cl)cc2)n1	1914	1262
O=C(O)c1sccc1OCc1ccccc1	1867	1487
Cc1ccccc1NC(=O)Nc1nnc(Cc2ccc([N+](=O)[O-])cc2)s1	1602	1300
CCCSc1nsc(NC(=O)CC)n1	1758	1398
CCNC(=O)C/C(C)=N/NC(=O)C(=O)Nc1ccc(CC)cc1	1990	1791
Cc1ccc(/C=C/C(=O)O)cc1S(=O)(=O)N1CCc2ccccc2C1	1713	1578
CCN(CC)S(=O)(=O)c1ccc2oc(C(=O)NCc3ccc(F)cc3)c(C)c2c1	1801	1546
COc1cccc(-n2nc(C#N)c(Cl)cc2=O)c1	1678	1386
Cc1ccc(-n2nnnc2SC(C)C(=O)Nc2ccccc2-c2ccccc2)cc1 (stereo unspecified)	1748	1570
CC(=O)OC[C@H]1O[C@@H](Sc2cccc3cccnc23)[C@H](OC(C)=O)[C@@H](OC(C)=O)[C@H]1OC(C)=O	1781	1451
COc1ccc(CCNC(=O)c2cc(-c3ccc(Cl)c(Cl)c3)oc2C)cc1	1735	1571
Cc1cc(C)c2c(=O)[nH]n(C3CCCCCC3)c2n1	1673	1474
COc1cc(C(=O)NCCCNc2ccc([N+](=O)[O-])cc2)cc(OC)c1OC	1739	1472
CC(C)(O)[C@H](O)COc1c2occc2cc2ccc(=O)oc12	1646	1620
CN(C)CC(C)(C)CNS(=O)(=O)c1cccc2nsnc12	1915	1648
Nc1c(-c2ccccc2)c(CN2CCOCC2)nn1-c1ccccc1	1712	1566
NCC(O)(c1ccc(Cl)cc1)c1ccc(Cl)cc1	1589	1279

(further entries)
SMILES	SRC1 TRFRET art	SRC3 TRFRET art
CCc1nnc(NC(=O)CCNC(=O)c2ccccc2Cl)s1	1966	1617
O=C(Nc1nccs1)C1(c2ccc(Cl)cc2)CC1	2078	1552
CC(=O)Nc1ccc(S(=O)(=O)N2CCN(Cc3cccc([N+](=O)[O-])c3)CC2)cc1	1917	1492
CCNC(=O)CCSc1nnc(-c2ccncc2)o1	1911	1490
Cc1c(Cl)c([N+](=O)[O-])nn1CC(=O)NCc1cccnc1	1822	1377
CC1CCCCN1C(=O)CSc1nnc(-c2c[nH]c3ccccc23)o1 (stereo unspecified)	1981	1423
O=C1C=C(N(CCO)Cc2ccccc2)c2ccccc2C1=O	1831	1764
CCN(CC)C(=O)C1CCN(S(=O)(=O)c2ccc(-n3cnnn3)cc2)CC1	1896	1758
COc1cc(/C=C2\SC(=S)N(CC(=O)NC(C)(C)C)C2=O)cc(OC)c1OC	1960	1708
O=C(COC(=O)c1cc(=O)[nH]c2ccccc12)NC1CCCCCCC1	1860	1411
Oc1ccc(/C=N/n2c(-c3ccco3)csc2=Nc2cccnc2)c(O)c1	2026	1690
COC(=O)c1ccc(/C=N/NC(=O)CCSc2nc3ccccc3s2)cc1	1687	1351
COc1ccc(CSCCc2n[nH]c(=S)n2-c2ccccc2)cc1	1650	1566
CC(=O)OCC1=C(C(=O)O)N2C(=O)C(NC(=O)Cn3nc(C(F)F)c(Cl)c3C)C2SC1 (stereo unspecified)	2016	1546
COc1ccc(OC)c(NC(=O)CSc2ccc3nnc(-c4cccnc4)n3n2)c1	1722	1584
Brc1ccc(CSc2ccc3nnc(-c4cccnc4)n3n2)cc1	1852	1486
COc1cc(NC(=O)C2CCCN2C(=O)OCc2ccccc2)cc(OC)c1 (stereo unspecified)	2061	1296
O=C(Nc1nnc(-c2ccccc2F)s1)C1CCN(S(=O)(=O)c2ccc(Cl)cc2)CC1	1527	1303
O=C1C2CCCCC2C(=O)N1Cc1ccccc1 (stereo unspecified)	1770	1514
CCC(C)NCCOCCOc1ccc(C)cc1OC (stereo unspecified)	1944	1531

Arranged by molecular weight (falling): part of the list above
SMILES	SRC1 TRFRET art	SRC3 TRFRET art
O=C(Nc1nnc(-c2ccccc2F)s1)C1CCN(S(=O)(=O)c2ccc(Cl)cc2)CC1	1527	1303
CC(=O)OCC1=C(C(=O)O)N2C(=O)C(NC(=O)Cn3nc(C(F)F)c(Cl)c3C)C2SC1 (stereo unspecified)	2016	1546
COc1ccc(OC)c(NC(=O)CSc2ccc3nnc(-c4cccnc4)n3n2)c1	1722	1584
COC(=O)c1ccc(/C=N/NC(=O)CCSc2nc3ccccc3s2)cc1	1687	1351
CCN(CC)C(=O)C1CCN(S(=O)(=O)c2ccc(-n3cnnn3)cc2)CC1	1896	1758
COc1cc(NC(=O)C2CCCN2C(=O)OCc2ccccc2)cc(OC)c1 (stereo unspecified)	2061	1296
Oc1ccc(/C=N/n2c(-c3ccco3)csc2=Nc2cccnc2)c(O)c1	2026	1690
COc1ccc(CSCCc2n[nH]c(=S)n2-c2ccccc2)cc1	1650	1566
CC1CCCCN1C(=O)CSc1nnc(-c2c[nH]c3ccccc23)o1 (stereo unspecified)	1981	1423
Cc1c(Cl)c([N+](=O)[O-])nn1CC(=O)NCc1cccnc1	1822	1377
O=C1C=C(N(CCO)Cc2ccccc2)c2ccccc2C1=O	1831	1764
CCC(C)NCCOCCOc1ccc(C)cc1OC (stereo unspecified)	1944	1531
O=C(Nc1nccs1)C1(c2ccc(Cl)cc2)CC1	2078	1552
CCNC(=O)CCSc1nnc(-c2ccncc2)o1	1911	1490
O=C1C2CCCCC2C(=O)N1Cc1ccccc1 (stereo unspecified)	1770	1514

Remaining list, next part.
SMILES	SRC1 TRFRET art	SRC3 TRFRET art
Cc1ccc(OCC(=O)NS(=O)(=O)c2ccccc2)cc1	1979	1655
COc1ccccc1CN(C)CC(=O)Nc1ccc(Cl)cc1F	1918	1666
C/C(CCCO)=N/Nc1ccc([N+](=O)[O-])cc1[N+](=O)[O-]	1898	1672
COC(=O)COc1cccc(NC(=O)c2ccc(Cl)cc2)c1	1645	1524
Nc1nc(SCc2ccc(Cl)c(Cl)c2)n[nH]1	1757	1276
CC1CCN(c2nc3ccccn3c(=O)c2C=O)CC1	1693	1548
Cc1ccc(-c2nn(-c3ccccc3)cc2C(=O)Nc2cccc(S(=O)(=O)N3CCOCC3)c2)cc1	1715	1317
CCNC(=O)CC1SC(=Nc2cccc3ccccc23)N(C)C1=O (stereo unspecified)	1597	1667
COCCNC(=O)CN(C(=O)Cn1nnc2ccccc21)c1cc(C)cc(C)c1	1666	1510
CC(C)(CNS(=O)(=O)c1ccc(Cl)cc1)N1CCCCC1	2066	1595
O=C(C[n+]1ccccc1)N1c2ccccc2Sc2ccccc21	1647	1854
O=C(CSc1ccc(-c2cccs2)nn1)Nc1ccccc1F	1963	1639
CCc1ccc(C(C)NC(=O)c2ncn[nH]2)cc1 (stereo unspecified)	1665	1461
O=C(CN1C(=O)/C(=C\c2ccc(F)cc2)Oc2ccccc21)N1CCN(c2ccccn2)CC1	2101	1619
Cc1ccc(NC(=S)Nc2cc(-c3ccccc3)[nH]n2)cc1Cl	1762	1688
C/C=C/c1ccc(OCC(=O)OCC(=O)NC2CC2)c(OC)c1	1931	1650
CC(=O)N1CCc2c(sc(NC(=O)c3ccc4c(c3)OCCO4)c2C#N)C1	1656	1611
CCCC(=O)NC(c1ccc(OC)c(OC)c1)c1cc(Cl)c2cccnc2c1O (stereo unspecified)	1919	1502
CC1=C/C(=N\NC(=S)NCCc2ccccc2)CC(C)(C)C1	1667	1535
O=C(CC1C(=O)NCCN1Cc1cccc(Oc2ccccc2)c1)NCC1CCOCC1 (stereo unspecified)	1560	1380
N/C(=N\OC(=O)c1ccco1)c1cccc([N+](=O)[O-])c1	1647	1519
CN1N=C(C(=O)N2CCc3c([nH]c4ccccc34)C2c2c(F)cccc2Cl)CCC1=O (stereo unspecified)	2045	1700
Cn1c(CN2CCCC2)nc2cc(NC(=O)COc3ccc([N+](=O)[O-])cc3)ccc21	1902	1525
Cc1cc(C)cc(NC(=O)CSc2nncn2-c2ccccn2)c1	1761	1490
Cc1c(NC(=O)/C(C#N)=C/c2ccc(-c3cc(Cl)ccc3Cl)o2)c(=O)n(-c2ccccc2)n1C	1803	1889
Cc1ccc(OCCOC(=O)CCc2nc3ccccc3c(=O)[nH]2)cc1	1626	1530
Cc1ccc(-n2c(=O)c3c4c(sc3n(Cc3cc(=O)n5ccccc5n3)c2=O)CCC4)cc1C	1957	1486
COc1cc(/C=N/Nc2ccc(Cl)c(C(=O)O)c2)ccc1OC(=O)c1ccco1	1803	1766
O=C(NNc1nc2c(F)cccc2s1)C1=COCCO1	1867	1413
Cc1ccccc1S(=O)(=O)Nc1nc2ccccc2nc1N1CCc2ccccc2C1	1839	1748
O=C(CC1SC(=Nc2ccccc2)N(CCO)C1=O)Nc1ccccc1 (stereo unspecified)	1819	1346
CCC(CC)C(=O)c1c[nH]c(C(=O)NCc2ccncc2)c1	1821	1700
Cc1c(C(=O)O)oc2ccc(S(=O)(=O)N(CC(C)C)CC(C)C)cc12	1698	1431
O=C(NCc1cccnc1)c1ccc(-c2cc(Cl)ccc2Cl)o1	1867	1606
CCN(Cc1ccncc1)C(=O)CSc1ccc2ccccc2c1	1751	1669
Fc1ccc(-c2csc(=S)[nH]2)cc1	1897	1514
O=C1OC(Cc2ccccn2)C(=O)C1=C1SCCS1 (stereo unspecified)	1740	1658
CCOc1ccc(NC(=O)CN(C)Cc2cc(=O)n3c(-c4ccccc4)csc3n2)cc1OCC	1712	1310
COc1ccc(-c2cc(C#N)nc(Oc3ccc(Cl)cc3)n2)cc1	1863	1597
CCN(CC)C(=S)SCC(=O)c1ccc(Br)cc1	1716	1665
CN(Cc1ccccc1)C(=O)COC(=O)c1cncc(Br)c1	2024	1718
COc1cccc(-c2nnc(SCC(=O)N3CCCC3=O)n2-c2ccccc2)c1	2263	1772
NC(=S)N/N=C\c1c(OCc2ccccc2Cl)ccc2ccccc12	2072	1539
